Screening results as filed in PubChem.
D3 ag – qHTS of D3 Dopamine Receptor Agonist: qHTS; max activation, %; 0.58% of 410,000 active; D3R DiscoveRx beta-arrestin cells, luminescence, 90 min; D(3) dopamine receptor (Homo sapiens), P35462; AID 652048, 2013; in the data active = max activation above about 30%; note: 0% is about no effect; mostly tested at two doses, the higher about 12 µM
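Agonist-mode cell screen: cells plated at 1500/well and incubated overnight at 37 °C, then exposed to library compounds for 90 min at 37 °C. Detection reagent was added for 30–60 min at room temperature, and luminescence was read.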
DRD3 antagonist – qHTS of D3 Dopamine Receptor Antagonist: qHTS | D(3) dopamine receptor (Homo sapiens), P35462 | D3R cells, DiscoveRx beta-arrestin luminescence, antagonist mode; hits give low values | max response, negative = inhibition, % | 2.5% of 360,000 active | AID 652054, 2013; in the data active = max response below about -50%; inconclusive = no clear call, values can overlap the other calls; note: % is set by controls: 0 for no effect and ±100 for the full control effect; mostly tested at two doses, the higher about 12 µM
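Cells expressing the human receptor were seeded at 1500 cells/well, incubated overnight at 37 degrees C in 5% CO2, then exposed to library compounds with dopamine controls for 90 minutes at 37 degrees C before luminescent detection.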
Akt phos inh – HTS Assay for Inhibitors of Akt Phophorylation: Primary Screen | Neuro2A IGF-stimulated pAkt S473 HTRF, 20 min; hits give low values | activity change, % for hits at 50 µM | 0.32% of 360,000 active | AID 651550, 2012; in the data active = activity change below about -80%; inconclusive = mostly about -51% to -80%; note: % is set by controls: 0 for no effect and ±100 for the full control effect
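Neuro2A cells (4,500/well, DMEM with 0.5% FBS) were treated with compound at a single 50 µM final concentration, stimulated with 6 nM IGF for 20 min at 37 °C, and lysed. Phospho-Akt Ser473 was read by HTRF as 665/615 ratio ×10^4.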
PTHR1 ag – qHTS for PTHR1 Agonists: Primary Screen; Parathyroid hormone/parathyroid hormone-related peptide receptor (Homo sapiens), Q03431; Potency, µM (doses to about 115 µM), for inactives: top-dose activation, most hits filed as activators; 0.075% of 410,000 active; HEK293 GP2 PTHR1 cells, GloSensor cAMP luminescence, 1 h; note: potency is the fitted concentration of half-maximal effect; nearly all actives have a fitted effect of over 55% in size; some results filed as inactive show a strong effect at the top dose; inactives centre near -15; many of its hits are not listed in these tables
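HEK-293-derived GP2 cells expressing PTHR1 and a GloSensor cAMP reporter, 3,000/well, plated overnight, given luciferin plus IBMX (each 0.5 mM as added) for 1 h at 37 °C, then compound for 1 h at 37 °C. Luminescence was read after 15 min at room temperature.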
EPAC2 antag – qHTS for Antagonist of cAMP-regulated guanine nucleotide exchange factor 2 (EPAC2): primary screen; Rap guanine nucleotide exchange factor 4 (Homo sapiens), Q8WZA2; EPAC2 GEF exchange of Rap1B-BODIPY-GDP, fluorescence; Potency, µM (series often up to 114 µM), for inactives: at the top dose activity, negative = inhibition, usual class: inhibitors; 0.18% of 360,000 active; AID 720708, 2013; note: potency is the fitted concentration of half-maximal effect; % is set by controls: 0 for no effect and ±100 for the full control effect; nearly all actives have a fitted effect of over 45% in size; many of its hits are not listed in these tables
Target sequence (Q8WZA2 whole entry, looked up): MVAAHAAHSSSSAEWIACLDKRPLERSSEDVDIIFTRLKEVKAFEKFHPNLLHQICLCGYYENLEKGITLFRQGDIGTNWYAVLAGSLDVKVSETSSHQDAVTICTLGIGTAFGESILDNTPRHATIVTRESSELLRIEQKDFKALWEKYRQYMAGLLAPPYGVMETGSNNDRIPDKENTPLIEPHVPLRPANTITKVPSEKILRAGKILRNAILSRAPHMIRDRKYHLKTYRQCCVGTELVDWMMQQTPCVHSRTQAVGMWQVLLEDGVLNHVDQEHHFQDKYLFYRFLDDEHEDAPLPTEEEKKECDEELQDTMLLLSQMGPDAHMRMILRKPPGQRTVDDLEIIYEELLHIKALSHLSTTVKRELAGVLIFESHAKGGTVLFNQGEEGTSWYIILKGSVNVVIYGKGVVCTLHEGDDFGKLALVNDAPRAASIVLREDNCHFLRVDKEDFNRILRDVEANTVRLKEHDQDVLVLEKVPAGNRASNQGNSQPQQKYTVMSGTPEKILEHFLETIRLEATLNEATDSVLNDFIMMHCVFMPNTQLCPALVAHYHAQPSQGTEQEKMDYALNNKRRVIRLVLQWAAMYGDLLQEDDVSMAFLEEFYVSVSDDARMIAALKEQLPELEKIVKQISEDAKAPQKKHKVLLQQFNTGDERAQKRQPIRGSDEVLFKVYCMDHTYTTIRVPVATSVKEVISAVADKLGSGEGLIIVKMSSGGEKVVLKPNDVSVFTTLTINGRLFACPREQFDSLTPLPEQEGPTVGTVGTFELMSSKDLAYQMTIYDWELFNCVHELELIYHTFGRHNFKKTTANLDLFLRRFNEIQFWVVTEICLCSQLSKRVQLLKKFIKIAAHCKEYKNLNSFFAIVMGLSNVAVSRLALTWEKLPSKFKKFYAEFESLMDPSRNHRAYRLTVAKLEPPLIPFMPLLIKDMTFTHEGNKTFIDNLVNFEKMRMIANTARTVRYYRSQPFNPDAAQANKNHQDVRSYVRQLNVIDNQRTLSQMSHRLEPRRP
EPAC2 ag – qHTS for Agonist of cAMP-regulated guanine nucleotide exchange factor 4 (EPAC2): primary screen. EPAC2 activation, biochemical qHTS; response scale: 100% = 6.5 mM cAMP response. 0.079% of 360,000 active. Potency, µM (top dose mostly 154 µM), for inactives: at the top dose activation, actives largely listed as activators; note: potency is the fitted concentration of half-maximal effect; nearly all actives have a fitted effect of over 50% in size
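Compounds were titrated in qHTS against a Rap1B-BODIPY-GDP (250 nM) complex with EPAC2 (100 nM) and GDP (50 uM). BODIPY-GDP release tracked at 480/540 nm over 30 min at room temperature, normalized to 6.5 mM cAMP.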
Mm-Cpn inhibitor – Inhibitors of TCP-1 ring complex (TRiC) of Methanococcus maripaludis (MmCpn): qHTS; Chaperonin Mm-Cpn (Methanococcus maripaludis); purified Mm-Cpn ATPase, ADP Transcreener TR-FRET; Potency, µM (top dose mostly 76.9 µM), for inactives: top-dose activity, negative = inhibition, hits mostly inhibitors; 0.031% of 330,000 active; note: potency is the fitted concentration of half-maximal effect; % is set by controls: 0 for no effect and ±100 for the full control effect; nearly all actives have a fitted effect of over 80% in size
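TR-FRET (320 nm excitation; 590 and 665 nm emission) reports ADP made from 10 uM ATP by 25 nM enzyme; compounds were preincubated 10 min, reaction run 30 min, both at 37°C.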
CCT modulator – High-Throughput Screening for Modulators of Cytosolic Chaperonin Activity | purified chaperonin ATPase assay, HTRF ADP detection, 30 min | activity change, % (test concentration not listed), hits read low | 0.3% of 360,000 active; in the data active = activity change below about -30%; note: % is set by controls: 0 for no effect and ±100 for the full control effect
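Nucleotide hydrolysis assay: TRiC at 20–40 nM final (set by batch activity) with 10 uM ATP, 30 min at 37 °C, in presence of 76 uM compound. Detection by competitive ADP HTRF, 30 min ambient.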
* marks the source's active call; other numbers are inactive results; & = joins results of further samples; [ ] = remark or other dose. Unless noted, calls come from the whole dose curve; as a rule, active = well fitted curve in the direction sought with a large enough effect; inconclusive = small, poorly fitted or top-dose-only effect, or another doubt; inactive = no such curve, though single readings can be large; an effect the other way counts as inactive or inconclusive. Not all compounds are listed, so the mix of outcomes need not match the whole.

O=C(Nc1ccccc1)C(Cc1cccs1)c1nn[nH]n1 (stereo not given) was read as D3 ag 2, DRD3 antagonist -19, Akt phos inh inactive, PTHR1 ag 14%, EPAC2 antag 25%, EPAC2 ag 5%, Mm-Cpn inhibitor 1% and CCT modulator 1.2.
O=C(Cn1cnc2ccccc2c1=O)N1CCOCC1 was read as D3 ag 2, DRD3 antagonist 4, Akt phos inh inactive, PTHR1 ag inactive, EPAC2 antag 0%, EPAC2 ag -9%, Mm-Cpn inhibitor 0% and CCT modulator -1.2.
For O=C(NC1CCCCC1)c1ccc(Br)o1 the results were D3 ag -1, DRD3 antagonist 7, Akt phos inh inactive, PTHR1 ag inactive, EPAC2 antag 11%, EPAC2 ag -2%, Mm-Cpn inhibitor -2% and CCT modulator 1.0.
For COc1ccc(NC(=S)NCc2ccc(S(N)(=O)=O)cc2)cc1OC the results were D3 ag -9, DRD3 antagonist -17, Akt phos inh inactive, PTHR1 ag -11%, EPAC2 antag 24%, EPAC2 ag 2%, Mm-Cpn inhibitor 1% and CCT modulator 1.8.
`COC(=O)[C@H](CCSC)NC(=O)Nc1cc(OC)cc(OC)c1` gave D3 ag 6, DRD3 antagonist 3, Akt phos inh inactive, PTHR1 ag -13%, EPAC2 antag 7%, EPAC2 ag 6%, Mm-Cpn inhibitor 0% and CCT modulator 0.6.
For O=C(Nc1cccs1)Nc1ccccc1Br the results were D3 ag 4, DRD3 antagonist 0, Akt phos inh inactive, PTHR1 ag -48%[inhibitor], EPAC2 antag 3%, EPAC2 ag -4%, Mm-Cpn inhibitor -2% and CCT modulator -0.1.
For CCOC(=O)c1ccccc1NC(=O)COC(=O)C(CC)Oc1ccccc1 (stereo not given) the results were D3 ag 0, DRD3 antagonist 19, Akt phos inh inactive, PTHR1 ag -11%, EPAC2 antag inconclusive, EPAC2 ag 7% and CCT modulator 1.5.
`CC(=O)Nc1ccc2nc(CN3CCN(CC(C)C)C(CCO)C3)ccc2c1` (stereo not given) gave D3 ag -8, DRD3 antagonist 3, Akt phos inh inactive, PTHR1 ag inactive, EPAC2 antag 12%, EPAC2 ag 4%, Mm-Cpn inhibitor 3% and CCT modulator -0.4.
Screening OC(c1cccc(F)c1)c1ncc(-c2ccc3ccccc3c2)[nH]1 (stereo not given) returned D3 ag -6, DRD3 antagonist 0, Akt phos inh inactive, PTHR1 ag -50%[inhibitor], EPAC2 antag -8%, EPAC2 ag 26% and CCT modulator -2.9.
COc1ccc(NC(=O)CSc2nnnn2C2CCCC2)cc1 was read as D3 ag 1, DRD3 antagonist 8, Akt phos inh inactive, PTHR1 ag inactive, EPAC2 antag 8%, EPAC2 ag -2%, Mm-Cpn inhibitor -7% and CCT modulator 1.5.
For CCCCCC(=O)c1ccc(O)cc1O the results were D3 ag 5, DRD3 antagonist -15, Akt phos inh inactive, PTHR1 ag -17%, EPAC2 antag -10%, EPAC2 ag 7%, Mm-Cpn inhibitor 2% and CCT modulator -2.7.
Screening Cc1ccccc1-c1nc(CS(=O)CC(=O)NCCc2ccc(Cl)cc2)c(C)o1 (stereo not given) returned D3 ag 0&-2, DRD3 antagonist -5, PTHR1 ag 0%&-10%, EPAC2 antag -13%, EPAC2 ag -9%, Mm-Cpn inhibitor 0% and CCT modulator -0.6.
For COc1ccccc1C(=O)Nc1nnc(-c2ccco2)s1 the results were D3 ag 8, DRD3 antagonist -15, Akt phos inh inactive, PTHR1 ag -41%[57.5 µM], EPAC2 antag 5%, EPAC2 ag 11%, Mm-Cpn inhibitor -8% and CCT modulator -0.4.
Screening CC(C)(C)CC(C)(C)N=C1Nc2ccccc2NC12C[C@H]1CCC(=O)N3CC[C@@H](C2)[C@@H]13 (stereo not given in full) returned D3 ag -18, DRD3 antagonist 10, Akt phos inh inactive, PTHR1 ag inactive, EPAC2 antag -21%, EPAC2 ag -8% and CCT modulator 0.7.
COc1ccc(-c2cc3ncccc3cn2)cc1 was read as D3 ag 13, DRD3 antagonist 4, Akt phos inh inactive, PTHR1 ag -38%[inhibitor], EPAC2 antag -10%, EPAC2 ag 5%, Mm-Cpn inhibitor 0% and CCT modulator -0.2.
`CN(CC(=O)NCc1ccc2c(c1)OCO2)S(=O)(=O)c1ccc(Br)s1` gave D3 ag -2, DRD3 antagonist -12, Akt phos inh inactive, PTHR1 ag -21%, EPAC2 antag 2%, EPAC2 ag -1%, Mm-Cpn inhibitor -1% and CCT modulator 2.2.
CC(=O)N1CCN(C(=O)c2cccc(S(=O)(=O)N3CCN(c4ccccc4)CC3)c2)CC1 was read as D3 ag 4, DRD3 antagonist 8, Akt phos inh inactive, PTHR1 ag -50%[inhibitor], EPAC2 antag 4%, EPAC2 ag 5%, Mm-Cpn inhibitor 2% and CCT modulator 0.3.
CC1Cc2ccccc2N1C(=O)c1cc2c(=O)n3ccccc3nc2n1C (stereo not given) was read as D3 ag 19, DRD3 antagonist 19, Akt phos inh inactive, PTHR1 ag -9%[57.5 µM], EPAC2 antag 5%, EPAC2 ag -12%, Mm-Cpn inhibitor 0% and CCT modulator 0.0.
For CCn1c(/C=C/c2cc(Br)ccc2O)nc2ccccc2c1=O the results were D3 ag 8, DRD3 antagonist 10, Akt phos inh inactive, PTHR1 ag -14%, EPAC2 antag -16%, EPAC2 ag 18%, Mm-Cpn inhibitor 0% and CCT modulator -3.4.
For O=C(Nc1ccc(Cl)cc1)c1sccc1-n1cccc1 the results were D3 ag -2, DRD3 antagonist -16, Akt phos inh inactive, PTHR1 ag inactive, EPAC2 antag inconclusive, EPAC2 ag 18%, Mm-Cpn inhibitor 1% and CCT modulator 0.8.
COc1cc(S(=O)(=O)NCc2ccncc2)c(OC)cc1Cl was read as D3 ag -4, DRD3 antagonist 1, Akt phos inh inactive, PTHR1 ag -32%[inhibitor], EPAC2 antag -3%, EPAC2 ag -12%, Mm-Cpn inhibitor 2% and CCT modulator -0.7.
For S=c1[nH]c2ccc(Cl)cc2[nH]1 the results were D3 ag -3, DRD3 antagonist 11, Akt phos inh inactive, PTHR1 ag inactive, EPAC2 antag -5%, EPAC2 ag -2%, Mm-Cpn inhibitor -2% and CCT modulator -0.8.
Screening O=C(O)c1cccc2c1C(=O)c1ccc(Cl)cc1S2(=O)=O returned D3 ag 7, DRD3 antagonist -2, Akt phos inh inactive, PTHR1 ag inactive, EPAC2 antag 7%, EPAC2 ag 7%, Mm-Cpn inhibitor -2% and CCT modulator -0.3.
For Cc1cccc(C(=O)Nc2cccc(C(=O)N3CCOCC3)c2)c1 the results were D3 ag 7, DRD3 antagonist 16, Akt phos inh inactive, PTHR1 ag inactive, EPAC2 antag 3%, EPAC2 ag 0%, Mm-Cpn inhibitor -2% and CCT modulator 0.0.
For O=C(c1scc2c1CCCC2)N1CCCCC1 the results were D3 ag 1, DRD3 antagonist -2, Akt phos inh inactive, PTHR1 ag -8%[57.5 µM], EPAC2 antag 7%, EPAC2 ag -5%, Mm-Cpn inhibitor 1% and CCT modulator -1.2.
Screening CCOC(=O)[C@]12CCC=C1N(Cc1cccc3ccccc13)C(=O)[C@H](CC(=O)N1CCC(c3ccccc3)CC1)C2 returned D3 ag 2, DRD3 antagonist 0, Akt phos inh inactive, PTHR1 ag inactive, EPAC2 antag -7%, EPAC2 ag 8% and CCT modulator 0.2.
COc1ccc(C(=O)NCC(c2cccs2)N2CCc3ccccc32)c(OC)c1 (stereo not given) was read as D3 ag 5, DRD3 antagonist 4, Akt phos inh inactive, PTHR1 ag inactive, EPAC2 antag 6%, EPAC2 ag 4%, Mm-Cpn inhibitor 0% and CCT modulator 2.0.
Screening CCN(C(=O)CCS(=O)(=O)c1ccc2c(c1)oc(=O)n2C)c1ccc(OC)cc1 returned D3 ag 1&2, DRD3 antagonist -6, Akt phos inh inactive, PTHR1 ag -15%, EPAC2 antag 4%, EPAC2 ag 1%, Mm-Cpn inhibitor 4% and CCT modulator 1.5.
`COc1ccc(CN(C)C(=O)c2cnc(C)cn2)c(OC)c1OC` gave D3 ag -1, DRD3 antagonist 7, Akt phos inh inactive, PTHR1 ag inactive, EPAC2 antag -8%, EPAC2 ag 0%, Mm-Cpn inhibitor 1% and CCT modulator 1.7.
Screening O=C(c1cccc(S(=O)(=O)N2CCCCC2)c1)N1CCOCC1 returned D3 ag 0, DRD3 antagonist 14, Akt phos inh inactive, PTHR1 ag -21%[57.5 µM], EPAC2 antag 0%, EPAC2 ag -2%, Mm-Cpn inhibitor 1% and CCT modulator 1.8.
For COc1ccc(COC(=O)c2cc([N+](=O)[O-])ccc2N2CCOCC2)cc1F the results were D3 ag -20, DRD3 antagonist -24, Akt phos inh inactive, PTHR1 ag -32%[inhibitor], EPAC2 antag -4%, EPAC2 ag 4%, Mm-Cpn inhibitor -1% and CCT modulator -2.0.
For O=C(/C=C/c1ccccc1)NCCc1ccccc1 the results were D3 ag 6, DRD3 antagonist 34, Akt phos inh inactive, PTHR1 ag -61%[inhibitor], EPAC2 antag -13%, EPAC2 ag -15%, Mm-Cpn inhibitor -2% and CCT modulator 0.6.
`O=C(CSc1ccccc1)NC1CC1` gave D3 ag 0, DRD3 antagonist -21, Akt phos inh inactive, PTHR1 ag inactive, EPAC2 antag 7%, EPAC2 ag 12% and CCT modulator -0.5.
For CN(c1ccc(C(=O)NCCSCc2ccc(Cl)cc2)cc1)S(=O)(=O)c1ccccc1 the results were D3 ag -10, DRD3 antagonist -5, Akt phos inh inactive, PTHR1 ag -46%[inhibitor], EPAC2 antag 7%, EPAC2 ag -2%, Mm-Cpn inhibitor -11% and CCT modulator 2.3.
For COc1ccc(CCC(=O)NCc2cn3ccc(C)cc3n2)cc1 the results were D3 ag 3, DRD3 antagonist -11, Akt phos inh inactive, PTHR1 ag -16%, EPAC2 antag 14%, EPAC2 ag -4%, Mm-Cpn inhibitor 1% and CCT modulator -0.8.
